# Assay outcomes: PubChem, National Center for Advancing Translational Sciences (NCATS)
# FBPA coupling cs: inhibits coupling enzyme system, counter-screen for aldolase hits; coupling enzyme system counterscreen, AmpLite Red fluorescence; activity change, negative = inhibition, % at 58.2 µM, hits read low; 290,000 compounds, 0.67% hits; in the data active means activity change below about -30%; further: on the % scale 0 is the no-effect control and ±100 the full control effect
#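 Final compound at 57.5 uM, incubated 10 min at RT with coupling enzyme reagent (glyceraldehyde-3-phosphate), then 20 min with substrate and AmpLite Red detection. Fluorescence read at 525/598 nm; tests interference with the coupling assay, not aldolase inhibition.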
# PTAP TSG101 blk: blocks PTAP/TSG101 interaction to inhibit HIV-1 budding | Fluorescence polarization, FITC-PTAP peptide / Tsg101 binding | Potency, µM (top dose mostly 115 µM), without a hit: top-dose activity change, negative = inhibition, usual class: inhibitors | 340,000 tested, under 10 active; active means well fitted inhibition curve with a large enough effect in the main read-out, with a control signal flat, not every such curve was filed as active; inconclusive means small, poorly fitted or top-dose-only effect, or effect the other way, or a change in a side signal; inactive means no such curve, though single readings can be large or run the other way; further: potency means the concentration at half of the fitted maximal effect; % of control where 0% means no effect
# Target sequence (Q99816 whole entry, looked up): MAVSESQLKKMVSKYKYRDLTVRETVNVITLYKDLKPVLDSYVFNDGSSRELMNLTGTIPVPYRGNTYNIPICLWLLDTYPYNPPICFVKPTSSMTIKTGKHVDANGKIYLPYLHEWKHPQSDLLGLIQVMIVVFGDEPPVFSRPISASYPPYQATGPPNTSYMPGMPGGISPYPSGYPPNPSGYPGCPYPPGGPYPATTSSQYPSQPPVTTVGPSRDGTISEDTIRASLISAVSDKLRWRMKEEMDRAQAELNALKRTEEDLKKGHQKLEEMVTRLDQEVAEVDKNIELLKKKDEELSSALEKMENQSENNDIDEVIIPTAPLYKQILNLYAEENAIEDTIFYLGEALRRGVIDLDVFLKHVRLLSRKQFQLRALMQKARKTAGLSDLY
#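 Fluorescence polarization binding of Tsg101 binding domain (10 uM final) to FITC-labeled PTAP peptide (50 nM final) in HEPES pH 7.5 buffer with NaCl, Tween 20, EDTA, TCEP. Compounds added before peptide; binding 20 min at RT.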
# Menin MLL FP TR: displaces Texas Red mutant MLL peptide from human menin; Potency, µM (doses to about 61.6 µM), without a hit: at the highest dose FP activity change, negative = inhibition, hits mostly inhibitors; Menin + Texas Red MLL mutant peptide, fluorescence polarization; O00255; 270,000 compounds, 0.23% hits; AID 1768; active means well fitted inhibition curve with a large enough effect in the polarisation, with a control signal flat, not every such curve was filed as active; inconclusive means small, poorly fitted or top-dose-only effect, or effect the other way, or a change in a side signal; inactive means no such curve, though single readings can be large or run the other way; the % refers to the polarisation; further: potency means the concentration at half of the fitted maximal effect; % of control where 0% means no effect; many of its hits are not listed in these tables
# B2AR arrestin: agonists driving beta-arrestin recruitment to human beta2-adrenergic receptor; P07550; beta-arrestin recruitment to beta2AR, cell-based reporter; Potency, µM (series often up to 46.1 µM), for the others: at the top dose activation, actives largely listed as activators; 330,000 compounds, 0.02% hits; AID 492947;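 further: potency means the concentration at half of the fitted maximal effect; 0% = DMSO controls and full agonism = EC100 isoproterenol or metaproterenol; nearly all actives have a fitted effect of over 65% in size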
# GALK inhibitor: galactokinase (human) inhibition; 270,000 compounds, 0.007% hits; Purified GALK, Kinase-Glo residual ATP luminescence; Potency, µM (titrated, usually from 57.5 µM), without a hit: top-dose activity change, negative = inhibition, usual class: inhibitors; P51570; further: potency means the concentration at half of the fitted maximal effect; on the % scale 0 is the no-effect control and ±100 the full control effect
#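 The enzyme phosphorylates galactose (100 uM) using ATP (35 uM); inhibition is detected as higher residual ATP, quantified by bioluminescence after 1 h reaction at room temperature, pH 8.0.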
# PKM2 act: PKM2 (human) enzyme activation; purified PKM2, Kinase-Glo ATP luminescence, activation; response scale: 0% is enzyme alone, no compound; AID 1631; P14618; 260,000 compounds, 0.34% hits; Potency, µM (doses to about 57.5 µM), for the others: at the top dose activation, usual class: activators; further: potency means the concentration at half of the fitted maximal effect; on the % scale 0 is the no-effect control and ±100 the full control effect; nearly all actives have a fitted effect of over 55% in size
# Target sequence (P14618 whole entry, looked up): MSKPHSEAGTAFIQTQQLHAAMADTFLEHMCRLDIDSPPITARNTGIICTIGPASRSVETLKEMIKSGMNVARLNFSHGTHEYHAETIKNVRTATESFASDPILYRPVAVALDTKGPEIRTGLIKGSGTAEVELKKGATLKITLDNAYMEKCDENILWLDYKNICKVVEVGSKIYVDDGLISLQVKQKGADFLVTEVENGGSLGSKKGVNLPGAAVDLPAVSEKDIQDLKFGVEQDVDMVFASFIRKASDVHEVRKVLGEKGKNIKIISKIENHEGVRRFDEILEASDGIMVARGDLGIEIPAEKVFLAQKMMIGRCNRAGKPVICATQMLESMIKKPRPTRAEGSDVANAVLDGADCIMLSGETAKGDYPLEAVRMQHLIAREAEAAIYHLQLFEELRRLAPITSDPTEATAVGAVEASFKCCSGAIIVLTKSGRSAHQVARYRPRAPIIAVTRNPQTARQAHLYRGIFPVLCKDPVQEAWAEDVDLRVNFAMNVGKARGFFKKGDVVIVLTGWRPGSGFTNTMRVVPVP
#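 ATP formation by purified human PK-M2, quantified via coupled luciferase luminescence after 1 h at room temperature with 0.1 mM ADP and 0.5 mM PEP final.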
# Tb PFK inh: inhibitors of T. brucei phosphofructokinase; O15648; T. brucei PFK, ADP-Glo luminescence; Potency, µM (highest dose often 57.5 µM), without a hit: at the top dose activity, negative = inhibition, most hits filed as inhibitors; 330,000 compounds, 0.17% hits; AID 485367;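 further: potency means the concentration at half of the fitted maximal effect; 0% = uninhibited 1x PFK enzyme wells and -100% = no-enzyme wells; nearly all actives have a fitted effect of over 60% in size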
#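 In TEA buffer at pH 8.0 with 5 mM MgCl2, enzyme (1.25 nM) converted F6P (0.5 mM) and ATP (0.1 mM) for 45 min at room temperature. ADP product was read by luciferase luminescence.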
# S-ASM inh: blocks human secretory acid sphingomyelinase; AID 504937; P17405; Potency, µM (top dose mostly 57.5 µM), for inactives: top-dose activity change, negative = inhibition, most hits filed as inhibitors; 340,000 compounds, 0.006% hits; placental ASM, HMU-PC fluorogenic substrate, 60 min; further: potency means the concentration at half of the fitted maximal effect
#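 Human placenta-derived ASM enzyme was preincubated with compound for 10 minutes at room temperature, then given fluorogenic substrate HMU-PC0 (9 uM final) for 60 minutes at 37 °C; a pH 10 stop preceded fluorescence reading at Ex 386/Em 447 nm.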
# Giardia kill: Giardia lamblia killing; Giardia lamblia trophozoite viability; 340,000 compounds, 0.15% hits; activity change, % at 7.66 µM, hits read low; AID 540267; in the data active means activity change below about -80%; inconclusive means between about -30% and that limit;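 further: parasites exposed to compound for two days anaerobically before the ATP read; on the % scale 0 is the no-effect control and ±100 the full control effect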
#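 Anaerobic 48 hrs incubation at 37 deg C of 100 trophozoites/well with test compounds; ATPLite 1-Step luminescence, 15-30 min RT, reports cellular ATP as viability.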
# Chronic BCR inh: chronic active BCR signaling inhibition; ABC-DLBCL IkBa-CBG/CBR reporter, luminescence ratio, 4 h; Potency, µM (top dose mostly 46.1 µM), inactives show at the top dose ratio change, negative = lower green/red ratio, actives largely listed as inhibitors; 340,000 compounds, 0.05% hits; AID 493014; active means well fitted inhibition curve with a large enough effect in the signal ratio, with a control signal flat, not every such curve was filed as active; inconclusive means small, poorly fitted or top-dose-only effect, or effect the other way, or a change in a side signal; the % refers to the signal ratio;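 further: potency means the concentration at half of the fitted maximal effect; plate controls were basal doxycycline-induced cells for no effect and cells given 10 µM MG132 for full effect; MG132 reads +100%, hits lower the ratio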
#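 Cell line TMD8 (human ABC DLBCL), stably expressing tet-inducible CBG68-IkBa fusion and CBR; IMDM/0.5% FBS; cpd up to 46 uM; dox induction, 4 h, 37C/5% CO2; dual luminescence; green/red ratio; MG132 control.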
# a7 integrin act: integrin-mediated muscular dystrophy alleviation activation. alpha7betagal myoblasts, beta-gal FDG fluorescence, 48 h. Potency, µM (doses to about 38.3 µM), without a hit: at the top dose activation, usual class: activators. 350,000 compounds, 0.064% hits. AID 624291;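 further: potency means the concentration at half of the fitted maximal effect; 100% = response of the positive control SU9516; nearly all actives have a fitted effect of over 60% in size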
#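 Alpha7betagal+/- myoblasts (passage 13) were plated 16-24 hr, then exposed to compounds (1:260 dilution of DMSO stock) for 48 hours at 37C. After MPER lysis, β-galactosidase reporter activity was read as FDG fluorescence (ex 480/em 540) after 30 minutes.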
# An asterisk follows results filed as active; ? = inconclusive; . = no result given; [ ] = another dose, or the depositor's remark. Unless noted, the call rests on the fitted dose curve; in most records, active means well fitted curve in the direction sought with a large enough effect; inconclusive means small, poorly fitted or top-dose-only effect, or another doubt; inactive means no such curve, though single readings can be large; an effect the other way counts as inactive or inconclusive.
1. CCOC(=O)c1cc2cc([N+](=O)[O-])ccc2oc1=O
2. CCN1C(=O)CS/C1=N\S(=O)(=O)c1ccccc1
3. CCOC(=O)c1ccc(OCC2NCCc3cc(OC)c(OC)cc32)cc1 (stereo unspecified)
4. O=C(NNc1ncc(C(F)(F)F)cc1Cl)c1ccc(Cl)c(Cl)c1
5. CCN1C(=O)[C@H]2[C@@H](c3ccc(SC4CCCCC4)c(OC)c3)N[C@@](Cc3ccccc3)(C(=O)OC)[C@H]2C1=O
6. CCCCCCc1c(O)c2ccccc2[nH]c1=O
7. CN(C)S(=O)(=O)n1cnc([C@@H]2[C@H]3C(=O)OC[C@@H]3C[C@@]23N=CN(Cc2ccccc2)C3=O)c1
8. CCOC(=O)c1nn(-c2ccc(Br)cc2)cc1C(=O)c1cccc2ccccc12
Screen / compound no.,1,2,3,4,5,6,7,8
FBPA coupling cs,8,2,0,-1,.,0,.,1
PTAP TSG101 blk,0%,-4%,-1%,-1%,-9%,-13%,-8%,-4%
Menin MLL FP TR,.,.,-38%,.,.,-6%,.,8%
B2AR arrestin,8.0%,-0.4%,0.3%,0.2%,0.0%,0.0%,0.3%,0.2%
GALK inhibitor,0%,0%,-2%,-1%,.,0%,.,3%
PKM2 act,11%,15%,.,5%,.,1%,.,1%
Tb PFK inh,2%,9%,0%,2%,8%,-13%,-1%,2%
S-ASM inh,-2%,4%,-1%,1%,-6%,5%,6%,-3%
Giardia kill,-21,-15,-4,-6,-22,1,3,13
Chronic BCR inh,3%,?,-13%,-2%,0%,?,1%,-2%
a7 integrin act,8%,-3%,-39%,-15%,18%,11%,6%,-24%

# Sorted by value in PTAP TSG101 blk (highest first): some entries from above.
No.	molecule	PTAP TSG101 blk	Menin MLL FP TR	B2AR arrestin	GALK inhibitor	PKM2 act	Tb PFK inh	S-ASM inh	Chronic BCR inh	a7 integrin act
3	CCOC(=O)c1ccc(OCC2NCCc3cc(OC)c(OC)cc32)cc1 (stereo unspecified)	-1%	-38%	0.3%	-2%	.	0%	-1%	-13%	-39%
8	CCOC(=O)c1nn(-c2ccc(Br)cc2)cc1C(=O)c1cccc2ccccc12	-4%	8%	0.2%	3%	1%	2%	-3%	-2%	-24%
7	CN(C)S(=O)(=O)n1cnc([C@@H]2[C@H]3C(=O)OC[C@@H]3C[C@@]23N=CN(Cc2ccccc2)C3=O)c1	-8%	.	0.3%	.	.	-1%	6%	1%	6%
5	CCN1C(=O)[C@H]2[C@@H](c3ccc(SC4CCCCC4)c(OC)c3)N[C@@](Cc3ccccc3)(C(=O)OC)[C@H]2C1=O	-9%	.	0.0%	.	.	8%	-6%	0%	18%

# (next part)
9. Cc1cc(NC(=O)CSc2nc(C)c(C)c(=O)[nH]2)no1
10. Cc1ccc(S(=O)(=O)NC(C)CCc2ccccc2)cc1C(N)=O (stereo unspecified)
11. O=C(CCS(=O)(=O)Cc1ccccc1)NCC1CCCO1 (stereo unspecified)
12. CCOC(=O)C1CCCN(C(=O)COc2ccc(S(=O)(=O)N3CCOCC3)cc2)C1 (stereo unspecified)
13. CCOc1ccccc1OCC(=O)Nc1ccc2[nH]c(=O)[nH]c2c1
14. CCOC(=O)N1CCC(NC(=O)c2sc3nc4n(c(=O)c3c2C)CCCC4)CC1
15. COCCn1c(C)cc(C(=O)CSc2cc(C)c3ccc(OC)cc3n2)c1C
16. CNC(=O)/C(C#N)=C/c1ccc(-c2ccc(OC)cc2[N+](=O)[O-])o1
17. CCOc1ccc2nc(NC(=O)CN3CCN(c4ccccn4)CC3)sc2c1
Screen / compound no.,9,10,11,12,13,14,15,16,17
FBPA coupling cs,.,0,2,.,.,0,0,3,2
PTAP TSG101 blk,-2%,-6%,-5%,-1%,-1%,-5%,3%,-5%,1%
Menin MLL FP TR,.,-17%,10%,.,.,-8%,27%,-20%,-15%
B2AR arrestin,0.3%,-1.3%,-0.1%,-0.2%,0.0%,-0.1%,-0.5%,-0.1%,.
GALK inhibitor,.,-5%,0%,.,.,-2%,0%,2%,2%
PKM2 act,.,-3%[11.5 µM],-4%,.,.,-5%,21%,9%,4%
Tb PFK inh,-2%,2%,-9%,3%,-1%,4%,3%,2%,.
S-ASM inh,3%,0%,-1%,3%,0%,3%,-6%,-4%,-2%
Giardia kill,4,11,17,-13,-21,-4,-25,16,11
Chronic BCR inh,-1%,-2%,3%,-1%,-5%,1%,-2%,?,.
a7 integrin act,13%,10%,8%,-18%,-1%,-22%,-39%,22%,-5%

# Sorted by molecular weight (smallest number first): part of the list above.
11. O=C(CCS(=O)(=O)Cc1ccccc1)NCC1CCCO1 (stereo unspecified)
13. CCOc1ccccc1OCC(=O)Nc1ccc2[nH]c(=O)[nH]c2c1
12. CCOC(=O)C1CCCN(C(=O)COc2ccc(S(=O)(=O)N3CCOCC3)cc2)C1 (stereo unspecified)
Screen / compound no.,11,13,12
FBPA coupling cs,2,.,.
PTAP TSG101 blk,-5%,-1%,-1%
Menin MLL FP TR,10%,.,.
B2AR arrestin,-0.1%,0.0%,-0.2%
GALK inhibitor,0%,.,.
PKM2 act,-4%,.,.
Tb PFK inh,-9%,-1%,3%
S-ASM inh,-1%,0%,3%
Giardia kill,17,-21,-13
Chronic BCR inh,3%,-5%,-1%
a7 integrin act,8%,-1%,-18%

# 2 records drawn at random from those above, as already listed:
10. Cc1ccc(S(=O)(=O)NC(C)CCc2ccccc2)cc1C(N)=O (stereo unspecified)
9. Cc1cc(NC(=O)CSc2nc(C)c(C)c(=O)[nH]2)no1
Screen / compound no.,10,9
FBPA coupling cs,0,.
PTAP TSG101 blk,-6%,-2%
Menin MLL FP TR,-17%,.
B2AR arrestin,-1.3%,0.3%
GALK inhibitor,-5%,.
PKM2 act,-3%[11.5 µM],.
Tb PFK inh,2%,-2%
S-ASM inh,0%,3%
Giardia kill,11,4
Chronic BCR inh,-2%,-1%
a7 integrin act,10%,13%

# An excerpt; the hit share may differ from the screen's.
